mIAP act – mouse IAP activation; activation factor at 10 µM; 330,000 compounds, 0.24% hits; muIAP, CDP-Star luminescence, 30 min; active compounds read high; 1 = vehicle-only enzyme signal, 0 = enzyme-free wells;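 active means activation factor of at least 2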; further: the source names both 10 and 20 µM as test concentration; values of inactives mirror those of a sister screen read the other way
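also added = chemiluminescent substrate CDP-Star | test system = mouse IAP enzyme | signal = chemiluminescence readout | compound = DMSO-dissolved test compounds | incubation = 30 min at room temperature | benchmarks = DMSO wells, no-enzyme wells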
ATG4B inh – blocks human ATG4B protease cleavage of LC3 substrate; Q9Y4P1; ATG4B cleavage of LC3-PLA2, NBD-HPC fluorescence, 1 h; inhibition, % at 8.33 µM; 340,000 compounds, 0.51% hits; in the data active means inhibition above about 40%
Target sequence (Q9Y4P1 whole entry, looked up): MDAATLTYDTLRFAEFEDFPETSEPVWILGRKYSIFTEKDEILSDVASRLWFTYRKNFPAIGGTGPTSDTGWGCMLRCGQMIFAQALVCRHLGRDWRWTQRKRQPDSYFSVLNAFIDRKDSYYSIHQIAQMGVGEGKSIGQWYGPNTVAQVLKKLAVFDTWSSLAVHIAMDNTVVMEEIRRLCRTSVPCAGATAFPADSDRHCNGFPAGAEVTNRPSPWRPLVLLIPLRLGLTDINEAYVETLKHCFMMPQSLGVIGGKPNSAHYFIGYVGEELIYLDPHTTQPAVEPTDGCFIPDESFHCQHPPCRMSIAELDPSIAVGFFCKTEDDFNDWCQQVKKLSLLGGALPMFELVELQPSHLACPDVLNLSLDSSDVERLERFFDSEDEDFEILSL
hIAP activ – human IAP activation; P09923; purified human IAP, CDP-Star luminescence, 30 min; active compounds read high; 1 = vehicle-only enzyme, 0 = enzyme-free background; activation factor at 10 µM; 330,000 compounds, 0.16% hits; AID 2524;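 active means activation factor of the enzyme at least 2-fold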; further: the source names both 10 and 20 µM as test concentration; values of inactives mirror those of a sister screen read the other way
Target sequence (P09923 whole entry, looked up): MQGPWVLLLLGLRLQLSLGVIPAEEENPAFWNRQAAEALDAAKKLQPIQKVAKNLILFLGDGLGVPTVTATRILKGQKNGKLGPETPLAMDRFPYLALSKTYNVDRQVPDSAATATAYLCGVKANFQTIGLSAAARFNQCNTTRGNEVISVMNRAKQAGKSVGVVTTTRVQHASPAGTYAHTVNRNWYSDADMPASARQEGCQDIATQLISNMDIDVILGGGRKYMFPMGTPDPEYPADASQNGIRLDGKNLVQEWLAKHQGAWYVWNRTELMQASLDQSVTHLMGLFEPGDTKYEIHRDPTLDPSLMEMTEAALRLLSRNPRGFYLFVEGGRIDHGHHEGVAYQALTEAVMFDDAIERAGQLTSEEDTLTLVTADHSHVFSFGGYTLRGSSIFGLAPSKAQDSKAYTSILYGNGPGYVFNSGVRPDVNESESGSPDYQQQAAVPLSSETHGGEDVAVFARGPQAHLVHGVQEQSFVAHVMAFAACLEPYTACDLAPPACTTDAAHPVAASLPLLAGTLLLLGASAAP
NLRP3 yeast inh – inhibitors of NALP3 inflammasome in yeast; Yeast reconstituted NLRP3/ASC/caspase-1, beta-gal luminescence, 24 h; inhibition, % at 10 µM; 330,000 compounds, 0.39% hits; AID 2825;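 active means inhibition of 50% or more; inactive means inhibition below 50%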;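 further: plate controls were induced DMSO wells for no effect and uninduced yeast grown without galactose for full effect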
hIAP inh – blocks human intestinal alkaline phosphatase; AID 2544; 330,000 compounds, 0.12% hits; purified IAP, CDP-Star luminescence, 30 min; P09923; inhibition, % at 10 µM;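 active means inhibition reaching a set limit with compound at 10 µM in the primary screen, cut at about 35% in these data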;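 further: plate controls were DMSO wells with enzyme for no effect and no-enzyme buffer wells for full effect; values of inactives mirror those of a sister screen read the other way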
tim10-1 inh – tim10-1 yeast growth inhibition; AID 463190; 330,000 compounds, 2.2% hits; inhibition, % at 20 µM; S. cerevisiae tim10-1 ts strain growth, BacTiter-Glo, 24 h;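 active means inhibition of at least 40%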;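 further: mutant grown at 25 °C; 0% = DMSO wells with yeast and 100% = wells holding no yeast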
Apaf-1 inh – blocks human Apaf-1 apoptosome activity; reconstituted apoptosome caspase-3 activity, DEVD-Rh110 fluorescence; 330,000 compounds, 0.71% hits; AID 489030; O14727; inhibition, % at 20 µM; active means inhibition of at least 40% at 20 µM;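 further: plate controls were DMSO wells for no effect and DEVD-CHO caspase inhibitor wells for full effect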
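Material: reconstituted apoptosome with Apaf-1, cytochrome c, caspase-9, procaspase-3, dATP / Buffer or medium: pH 7.5 Hepes buffer with CHAPS, BSA, DTT / Also added: cytochrome c with DEVD-Rh110 / Schedule: compound with Apaf-1, dATP, procaspase-3 30 min, then 50 min reaction, room temperature / Technique: rhodamine 110 fluorescence at Ex 480/Em 540 nm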
mIAP block – blocks mouse intestinal alkaline phosphatase; purified mouse IAP, CDP-Star luminescence, 30 min; inhibition, % at 10 µM; 330,000 compounds, 0.2% hits; AID 2806;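 active means inhibition of at least 40% at 10 µM in the primary screen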;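 further: plate controls were DMSO with enzyme for no effect and no enzyme wells for full effect; values of inactives mirror those of a sister screen read the other way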
TIM10 inh – TIM10 yeast growth inhibition; inhibition, % at 10 µM; S. cerevisiae TIM10 strain growth, BacTiter-Glo luminescence, 24 h; 330,000 compounds, 1.4% hits; AID 463195;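 active means inhibition of 40% or more at the single tested concentration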;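 further: wild-type TIM10 isogenic control strain grown at permissive 25 °C; 0% = DMSO yeast wells and 100% = minimal medium wells without yeast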
* hit, by the source's call.

O=C1CCCN1c1ccc(S(=O)(=O)N2CCN(c3ccccn3)CC2)cc1 was read as mIAP act 0.89, ATG4B inh -8, hIAP activ 0.88, NLRP3 yeast inh 17, hIAP inh 12, tim10-1 inh 16, Apaf-1 inh -10, mIAP block 11 and TIM10 inh 11.
For Cc1cc2c(=O)n(CC(=O)NCC(=O)Nc3ccc(C(C)C)cc3)cnc2s1 the results were mIAP act 1.1, ATG4B inh -4, hIAP activ 1.2, NLRP3 yeast inh 9, hIAP inh -23, tim10-1 inh 6, Apaf-1 inh 3, mIAP block -5 and TIM10 inh -10.
`COc1cc(/C=N/NC(=O)c2ccc(O)cc2)ccc1Oc1ccc([N+](=O)[O-])cn1` gave mIAP act 0.89, ATG4B inh -7, hIAP activ 0.89, NLRP3 yeast inh 5, hIAP inh 11, tim10-1 inh 4, Apaf-1 inh 4, mIAP block 11 and TIM10 inh 4.
Screening COCCN(C(=O)CN1CCc2ccccc21)c1c(N)n(Cc2ccccc2)c(=O)[nH]c1=O returned mIAP act 0.97, ATG4B inh 1, hIAP activ 1.2, NLRP3 yeast inh 7, hIAP inh -16, tim10-1 inh 11, Apaf-1 inh 3, mIAP block 3 and TIM10 inh 12.
Screening CCN1C(=O)N[C@@H](CCc2ccccc2)C(C(=O)OC)=C1C returned mIAP act 1.1, ATG4B inh -3, hIAP activ 1.1, NLRP3 yeast inh 1, hIAP inh -6, tim10-1 inh 24, Apaf-1 inh 18, mIAP block -6 and TIM10 inh 9.
For COC(=O)C1=C(C)Nc2ncnn2C1c1ccccn1 (stereo not given) the results were mIAP act 0.91, ATG4B inh 6, hIAP activ 0.79, NLRP3 yeast inh 10, hIAP inh 21, tim10-1 inh -4, Apaf-1 inh -7, mIAP block 9 and TIM10 inh -5.
`Brc1cccc(C2Nc3cccc4cccc(c34)N2)c1` gave mIAP act 0.88, ATG4B inh 6, hIAP activ 0.78, NLRP3 yeast inh 17, hIAP inh 22, tim10-1 inh 24, Apaf-1 inh 12, mIAP block 12 and TIM10 inh 19.
CC(=NCCCN(C)C)C1=C(O)c2ccccc2C1=O was read as mIAP act 0.97, ATG4B inh 0, hIAP activ 1, NLRP3 yeast inh 3, hIAP inh -1, tim10-1 inh -2, Apaf-1 inh -1, mIAP block 3 and TIM10 inh -3.
COCc1cc(C)nc(OCC(=O)N/N=C/c2ccc(-c3cc([N+](=O)[O-])ccc3Cl)o2)c1C#N was read as mIAP act 0.93, ATG4B inh -5, hIAP activ 1, NLRP3 yeast inh -3, hIAP inh 0, tim10-1 inh -13, Apaf-1 inh 18, mIAP block 7 and TIM10 inh -11.
COc1ccc(-c2c3c(nc4sc(C(=O)Nc5ccccc5)c(N)c24)CCC3)cc1 was read as mIAP act 0.95, ATG4B inh -10, hIAP activ 1, NLRP3 yeast inh 5, hIAP inh -4, tim10-1 inh 22, Apaf-1 inh 11, mIAP block 5 and TIM10 inh 19.
Screening Cc1ccc(N/C(N)=N/c2nc(CSc3nnc(C)s3)cc(=O)[nH]2)c(C)c1 returned mIAP act 1.1, ATG4B inh -12, hIAP activ 1.7, NLRP3 yeast inh 19, hIAP inh -67, tim10-1 inh 13, Apaf-1 inh -8, mIAP block -8 and TIM10 inh 9.
`Cc1nc2ccccc2c(=O)n1NC(=O)/C=C/c1ccccc1` gave mIAP act 0.89, ATG4B inh 7, hIAP activ 1.2, NLRP3 yeast inh -22, hIAP inh -18, tim10-1 inh 20, Apaf-1 inh -3, mIAP block 11 and TIM10 inh 12.

Pulled by compound from the entries so far (5):
For Cc1cc2c(=O)n(CC(=O)NCC(=O)Nc3ccc(C(C)C)cc3)cnc2s1 the results were mIAP act 1.1, ATG4B inh -4, hIAP activ 1.2, NLRP3 yeast inh 9, hIAP inh -23, tim10-1 inh 6, Apaf-1 inh 3, mIAP block -5 and TIM10 inh -10.
Screening CCN1C(=O)N[C@@H](CCc2ccccc2)C(C(=O)OC)=C1C returned mIAP act 1.1, ATG4B inh -3, hIAP activ 1.1, NLRP3 yeast inh 1, hIAP inh -6, tim10-1 inh 24, Apaf-1 inh 18, mIAP block -6 and TIM10 inh 9.
COCc1cc(C)nc(OCC(=O)N/N=C/c2ccc(-c3cc([N+](=O)[O-])ccc3Cl)o2)c1C#N was read as mIAP act 0.93, ATG4B inh -5, hIAP activ 1, NLRP3 yeast inh -3, hIAP inh 0, tim10-1 inh -13, Apaf-1 inh 18, mIAP block 7 and TIM10 inh -11.
`COc1cc(/C=N/NC(=O)c2ccc(O)cc2)ccc1Oc1ccc([N+](=O)[O-])cn1` gave mIAP act 0.89, ATG4B inh -7, hIAP activ 0.89, NLRP3 yeast inh 5, hIAP inh 11, tim10-1 inh 4, Apaf-1 inh 4, mIAP block 11 and TIM10 inh 4.
O=C1CCCN1c1ccc(S(=O)(=O)N2CCN(c3ccccn3)CC2)cc1 was read as mIAP act 0.89, ATG4B inh -8, hIAP activ 0.88, NLRP3 yeast inh 17, hIAP inh 12, tim10-1 inh 16, Apaf-1 inh -10, mIAP block 11 and TIM10 inh 11.

(further entries)
For CCOc1ccccc1C(=O)OCC(=O)Nc1nnc(-c2ccccc2)o1 the results were mIAP act 0.87, ATG4B inh -3, hIAP activ 1, NLRP3 yeast inh 26, hIAP inh 0, tim10-1 inh 3, Apaf-1 inh -1, mIAP block 13 and TIM10 inh -3.
Screening FC(F)(F)c1cc(C(F)(F)F)c2ccc(N/N=C/c3ccccc3)nc2n1 returned mIAP act 1, ATG4B inh -6, hIAP activ 1.1, NLRP3 yeast inh 2, hIAP inh -14, tim10-1 inh 3, Apaf-1 inh -5, mIAP block 0 and TIM10 inh 0.
Cc1cccc(NC(=O)c2cc(NC(=O)c3ccco3)ccc2Cl)n1 was read as mIAP act 0.96, ATG4B inh 8, hIAP activ 1.1, NLRP3 yeast inh 12, hIAP inh -7, tim10-1 inh 2, Apaf-1 inh -17, mIAP block 4 and TIM10 inh -1.
For COc1ccc(S(=O)(=O)c2c(O)c3ccc(C(=O)Nc4ccccc4Cl)cc3[nH]c2=O)cc1 the results were mIAP act 1, ATG4B inh -1, hIAP activ 1, NLRP3 yeast inh 18, hIAP inh -2, tim10-1 inh 6, Apaf-1 inh 4, mIAP block -1 and TIM10 inh 11.
`COc1cc(C(=O)Nc2nc(C)cc(C)n2)cc(OC)c1OC` gave mIAP act 1.1, ATG4B inh 3, hIAP activ 1, NLRP3 yeast inh 13, hIAP inh -1, tim10-1 inh -8, Apaf-1 inh -1, mIAP block -8 and TIM10 inh 4.
For CCCN1CCN(C(=O)c2ccc(CS(=O)c3ccc(Cl)cc3)o2)CC1 (stereo not given) the results were mIAP act 0.95, ATG4B inh -3, hIAP activ 1.2, NLRP3 yeast inh 19, hIAP inh -18, tim10-1 inh -14, Apaf-1 inh -2, mIAP block 5 and TIM10 inh -3.
`c1ccc2c(c1)CN1CCCC1=N2` gave mIAP act 0.91, ATG4B inh 0, hIAP activ 1, NLRP3 yeast inh 17, hIAP inh -3, tim10-1 inh 3, Apaf-1 inh 5, mIAP block 9 and TIM10 inh -5.
Screening CC(C)n1c(-c2ccco2)csc1=Nc1cccnc1 returned mIAP act 0.91, ATG4B inh -5, hIAP activ 1, NLRP3 yeast inh 53*, hIAP inh -3, tim10-1 inh 49*, Apaf-1 inh 12, mIAP block 9 and TIM10 inh 18.
Screening CCOC(=O)C1=CN(Cc2cccc(F)c2)S(=O)(=O)N(CC)C1c1ccccc1 (stereo not given) returned mIAP act 1, ATG4B inh 10, tim10-1 inh 19, Apaf-1 inh 28, mIAP block 0 and TIM10 inh -5.
CCN1C(=O)c2cccc3c(S(=O)(=O)N(C(=O)c4ccncc4)c4ccc(OC)cc4)ccc1c23 was read as mIAP act 1.2, ATG4B inh -19, hIAP activ 0.99, NLRP3 yeast inh 3, hIAP inh 1, tim10-1 inh 24, Apaf-1 inh 16, mIAP block -19 and TIM10 inh 9.
O=C(Nc1nnc(Cc2ccc(Cl)cc2)s1)c1ccco1 was read as mIAP act 0.91, ATG4B inh -1, hIAP activ 0.8, NLRP3 yeast inh 31, hIAP inh 20, tim10-1 inh -3, Apaf-1 inh -13, mIAP block 9 and TIM10 inh 5.
Screening Cc1occc1C(=O)Nc1c(Cl)cccc1Cl returned mIAP act 1.1, ATG4B inh -4, hIAP activ 1, NLRP3 yeast inh 11, hIAP inh -4, tim10-1 inh -4, Apaf-1 inh 4, mIAP block -6 and TIM10 inh 11.
`COc1cc2c(cc1OC)C(=O)N1[C@H]3c4cc(Cl)ccc4OC[C@@H]3[C@H](c3ccccc3)[C@]1(C)C(=O)N2` gave mIAP act 1, ATG4B inh -9, hIAP activ 1.1, NLRP3 yeast inh 10, hIAP inh -14, tim10-1 inh 29, Apaf-1 inh 8, mIAP block -2 and TIM10 inh -4.
`Cc1ccccc1S(=O)(=O)N1CCN(C)CC1` gave mIAP act 1, ATG4B inh 1, hIAP activ 1.1, NLRP3 yeast inh 19, hIAP inh -6, tim10-1 inh -5, Apaf-1 inh -12, mIAP block -4 and TIM10 inh -6.
`O=C(c1ccc([N+](=O)[O-])cc1)N1CCN(C(=O)c2cccnc2)CC1` gave mIAP act 0.87, ATG4B inh 2, hIAP activ 1.1, NLRP3 yeast inh 11, hIAP inh -6, tim10-1 inh 9, Apaf-1 inh 3, mIAP block 13 and TIM10 inh 7.
COCCSc1nnc(NC(=O)C2CCCO2)s1 (stereo not given) was read as mIAP act 0.9, ATG4B inh -6, hIAP activ 1, NLRP3 yeast inh 9, hIAP inh -1, tim10-1 inh 14, Apaf-1 inh -19, mIAP block 10 and TIM10 inh 13.
`CN1CCN(c2ccc(NC(=O)c3ccc4c(c3)[nH]c(=O)n4Cc3ccc(F)cc3)cc2)CC1` gave mIAP act 0.95, ATG4B inh -11, hIAP activ 1, NLRP3 yeast inh 2, hIAP inh -3, tim10-1 inh -34, Apaf-1 inh 20, mIAP block 4 and TIM10 inh -24.
For Cc1ccc(C2CC2C(=O)NNC(=S)Nc2ccc(Cl)cc2)cc1 (stereo not given) the results were mIAP act 0.94, ATG4B inh -10, hIAP activ 2.4*, NLRP3 yeast inh 8, hIAP inh -139, tim10-1 inh 46*, Apaf-1 inh -1, mIAP block 6 and TIM10 inh 7.
CC(C)OCC(O)CN1CCC(Cc2ccccc2)CC1 (stereo not given) was read as mIAP act 0.94, ATG4B inh -2, hIAP activ 1.3, NLRP3 yeast inh 13, hIAP inh -26, tim10-1 inh 7, Apaf-1 inh -8, mIAP block 6 and TIM10 inh -1.
S=c1nc(-c2ccccc2)[nH]c2ccc(Br)cc12 was read as mIAP act 0.95, ATG4B inh 3, hIAP activ 0.89, NLRP3 yeast inh 21, hIAP inh 11, tim10-1 inh 43*, Apaf-1 inh 3, mIAP block 4 and TIM10 inh 37.
For CC1(C)Cc2c(sc(NC(=O)c3ccccc3)c2C(=O)O)CO1 the results were mIAP act 0.92, ATG4B inh -9, hIAP activ 0.8, NLRP3 yeast inh -8, hIAP inh 20, tim10-1 inh 4, Apaf-1 inh 0, mIAP block 8 and TIM10 inh 14.
Screening N[C@@H](C(=O)N[C@@H]1C(=O)N2C(C(=O)O)=C(Cl)CS[C@H]12)c1ccccc1 returned mIAP act 0.68, ATG4B inh -8, hIAP activ 1.1, NLRP3 yeast inh 11, hIAP inh -15, tim10-1 inh -10, Apaf-1 inh -5, mIAP block 32 and TIM10 inh 3.
